FadD28 binding = inhibitors of Mycobacterium tuberculosis FadD28 bisubstrate binding. FadD28 bisubstrate probe binding, fluorescence polarization. inhibition, % at 12.5 µM. actives 0.22% (n = 360,000); in the data active means inhibition above about 8.5%, passing the limit was not always enough; inconclusive means no clear call, values can overlap the other calls
BoNT F protease = BoNT F light chain protease inhibition; Multiplex microsphere protease cleavage assay, flow cytometry; inhibition, % at 10 µM; actives 0.22% (n = 360,000); AID 588497; in the data active means inhibition above about 35%, passing the limit was not always enough; inconclusive means no clear call, values can overlap the other calls; further: plate controls were buffer without enzyme for full effect and enzyme alone for no effect
BoNT A protease = blocks Botulinum neurotoxin A light chain protease. multiplex microsphere protease substrate cleavage, flow cytometry. inhibition, % at 10 µM. actives 0.17% (n = 360,000). AID 588499; in the data active means inhibition above about 30%; inconclusive means no clear call, values can overlap the other calls; further: plate controls were buffer without enzyme for full effect and enzyme alone for no effect
Mtb UGM inh = inhibitors of M. tuberculosis UDP-galactopyranose mutase. purified UGM, fluorescence polarization probe displacement. inhibition, % at 10 µM. actives 0.06% (n = 320,000). AID 504406; in the data active means inhibition above about 10%, passing the limit was not always enough; inconclusive means no clear call, values can overlap the other calls
Target sequence (P9WIQ1 whole entry, looked up): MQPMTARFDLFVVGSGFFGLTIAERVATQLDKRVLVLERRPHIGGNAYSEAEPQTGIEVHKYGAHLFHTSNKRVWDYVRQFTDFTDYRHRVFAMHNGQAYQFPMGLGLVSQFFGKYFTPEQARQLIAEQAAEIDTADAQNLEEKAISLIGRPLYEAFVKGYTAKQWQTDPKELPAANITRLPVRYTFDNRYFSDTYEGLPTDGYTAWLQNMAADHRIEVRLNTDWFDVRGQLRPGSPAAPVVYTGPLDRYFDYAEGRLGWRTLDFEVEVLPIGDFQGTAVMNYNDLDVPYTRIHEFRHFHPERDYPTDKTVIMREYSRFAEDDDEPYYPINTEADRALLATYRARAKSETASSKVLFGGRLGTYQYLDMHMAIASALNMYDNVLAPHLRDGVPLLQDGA
Mtb BioA inh = blocks M. tuberculosis BioA enzyme activity; purified M. tuberculosis BioA enzyme, plate reader; inhibition, % at 9.99 µM; actives 0.096% (n = 360,000); AID 602481; in the data active means inhibition above about 40%; inconclusive means no clear call, values can overlap the other calls
GDH-TPI counter = counter-screen for M. tuberculosis FBA inhibitors: GDH-TPI coupled enzymes; GDH-TPI coupled enzyme counterscreen, NADH absorbance; inhibition, % at 4.8 µM; actives 1.2% (n = 360,000); AID 588335;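 further: 0% = DMSO wells and 100% = wells lacking the enzyme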
FBA Mtb inh = inhibitors of M. tuberculosis fructose-bisphosphate aldolase; P9WQA3; purified M. tuberculosis FBA, fluorescence read-out; inhibition, % at 1 µM; actives 2.3% (n = 360,000); in the data active means inhibition above about 27%;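 further: 0% = vehicle and 100% = reference inhibitor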
Target sequence (P9WQA3 whole entry, looked up): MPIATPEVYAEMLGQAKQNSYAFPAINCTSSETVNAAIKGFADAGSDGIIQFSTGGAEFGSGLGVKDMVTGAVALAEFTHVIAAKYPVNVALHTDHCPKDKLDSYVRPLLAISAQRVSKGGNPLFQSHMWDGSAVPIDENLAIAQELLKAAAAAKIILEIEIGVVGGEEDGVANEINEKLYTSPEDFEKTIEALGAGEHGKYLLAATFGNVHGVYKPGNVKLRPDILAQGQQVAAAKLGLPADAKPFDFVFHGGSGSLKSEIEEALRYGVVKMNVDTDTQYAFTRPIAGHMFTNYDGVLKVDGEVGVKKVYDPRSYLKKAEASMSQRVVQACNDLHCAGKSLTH
PrPC surface inh = cell surface PrPC inhibition, primary TR-FRET screen | P04156 | TR-FRET read-out | inhibition, % at 13.8 µM | actives 0.43% (n = 370,000) | AID 720596; in the data active means inhibition above about 24%; further: 0% = median of the test wells and 100% = reference compound wells
CCHF vOTU inh = CCHFV vOTU protease inhibition; AID 651958; Pep-AMC fluorescence; actives 0.55% (n = 370,000); inhibition, % at 11.5 µM; further: 0% = vehicle wells with enzyme and 100% = no enzyme wells
Active calls of the source: *; ? = inconclusive; . = not tested or not shown. Unless noted, no stated cut-off is given here; in the data, active means inhibition above about 30%; inactive means the rest.

No. | compound | BoNT A protease | PrPC surface inh | FadD28 binding | CCHF vOTU inh | Mtb BioA inh
1 | O=C(CSc1ncnc2sc3c(c12)CCCC3)NC1CCS(=O)(=O)C1 (stereo not drawn) | 3.5 | -4 | . | 26 | 2.3
2 | Cc1c(N=Nc2c(O)n(C)c(=O)n(C)c2=O)c(=O)n(-c2ccccc2)n1C | -1.9 | 1 | -2.5 | 7 | .
3 | Cc1ccc(-c2nn(C(C)(C)C)c3ncnc(NS(=O)(=O)c4ccc([N+](=O)[O-])cc4)c23)cc1 | -1.2 | 8 | -1.6 | 28 | .
4 | CCCCn1c(N)c(N(CC(C)C)C(=O)c2ccc(Cl)c(S(=O)(=O)N3CCCC3)c2)c(=O)[nH]c1=O | ? | -6 | -2.8 | 14 | .
5 | O=C(N/N=C/c1cc(Cl)cc([N+](=O)[O-])c1O)NC12CC3CC(CC(C3)C1)C2 | -0.3 | -2 | -3.6 | -8 | .
6 | C[C@]12CCC3C(CC[C@@H]4C[C@H](O)CC[C@]34C)C1CCC2=O (stereo partly drawn) | -0.2 | 9 | -0.4 | 11 | 1.4
7 | CCc1cc2c(cc3c(=O)n(CC(=O)NCCCN(CC)CC)nc(CC)n32)s1 | 1.3 | -1 | -1.1 | -9 | .
8 | COC(=O)c1c(C)[nH]c(C(=O)OCC(=O)N2c3ccccc3NC(=O)C2(C)C)c1C | -0.3 | 3 | -5.8 | -9 | 3.6
9 | O=C(NCC1CCCO1)C(=O)N/N=C/c1ccccc1C(=O)O (stereo not drawn) | 1.1 | 6 | 0.8 | -3 | .
10 | CCOc1ccccc1N(CC(=O)N1CCOCC1)S(=O)(=O)c1ccc(SC)cc1 | -0.1 | 3 | -22 | -12 | -0.3
11 | CCCCC(O)(CCCC)C(=O)NN(C(=O)OC)c1ccccc1 | -1.5 | 1 | -1.1 | -14 | -3.7
12 | O=C(NCc1ccccn1)c1ccc(OC2CCN(Cc3ccc(Cl)s3)CC2)cc1 | 14 | 0 | -5.9 | 10 | 1.5

No. | GDH-TPI counter | FBA Mtb inh | Mtb UGM inh | BoNT F protease
1 | 2 | -1 | -3.3 | 2
2 | 1 | -8 | 2.0 | -7
3 | -2 | -2 | -0.5 | 0
4 | 9 | 2 | -0.4 | ?
5 | -5 | -4 | 1.4 | -3
6 | -2 | 3 | 0.2 | 3
7 | 5 | 0 | -0.8 | 3
8 | -5 | -7 | 0.8 | 1
9 | 9 | 4 | 4.7 | 1
10 | 5 | 2 | . | -5
11 | 7 | 3 | -2.8 | -7
12 | 4 | 0 | 0.3 | 14

Other records.
No. | compound | BoNT A protease | PrPC surface inh | FadD28 binding | CCHF vOTU inh | Mtb BioA inh
13 | O=C(NC1CC2CCCC(C1)N2C(=O)Nc1cccc(F)c1)C1CC1 (stereo not drawn) | -2.5 | 6 | -0.5 | -4 | 0.3
14 | CC(C)(C)NC(=O)c1cccc(NC(=O)CSc2ccc(Cl)cc2)c1 | -1.3 | 7 | -1.5 | 1 | 0.5
15 | Cc1ccc(-n2cc(CN(C)CCc3cn[nH]c3)c(-c3cccc(C)c3)n2)cc1 | 0.3 | -3 | -3.8 | 9 | .
16 | C/C(=N\NC(=O)c1ccc(CSc2nncn2C)cc1)c1ccc(Cl)cc1 | -0.6 | -3 | -3.1 | -4 | .
17 | O=C(CSc1nc(O)c(C2CCCCC2)c(=O)[nH]1)N1CCOCC1 | 0.0 | -10 | -1.4 | 23 | -0.9
18 | CCOC(=O)c1cccc(OCC(O)CNCCOc2ccccc2F)c1 (stereo not drawn) | -1.7 | -10 | . | 6 | 3.0
19 | Cc1ccc(NC(=O)C2OCCc3ccccc32)cc1 (stereo not drawn) | -0.1 | -7 | -3.2 | -4 | .
20 | C[C@@H](C(=O)N1CCN(C(=O)OC(C)(C)C)CC1)n1cc(CCC(=O)O)nn1 | 0.0 | 4 | -0.2 | -4 | 0.1
21 | CC1(C#CC[N+]2(C)CCCCC2)CCC2C(O1)c1ccccc1OC2(C)C (stereo not drawn) | -0.5 | 5 | -1.2 | -4 | -0.2
22 | COc1c(O)c(O)c2oc(-c3ccccc3)cc(=O)c2c1OC | 0.4 | -9 | -0.3 | 12 | -0.8
23 | CCn1c(CNC(=O)c2ccccc2)nnc1SCC(=O)N1CCN(c2ccccc2)CC1 | -2.9 | 0 | 0.4 | 16 | 1.4
24 | COc1ccc(-c2nn(-c3ccccc3)cc2C(=O)Nc2nc(CC(C)=O)ns2)cc1 | -0.1 | 0 | -1.1 | 6 | 4.0

No. | GDH-TPI counter | FBA Mtb inh | Mtb UGM inh | BoNT F protease
13 | 8 | 5 | -0.7 | -8
14 | 5 | 1 | -3.2 | -6
15 | -8 | 1 | -2.7 | -4
16 | 1 | 0 | -3.4 | -3
17 | -5 | 3 | -1.7 | -3
18 | -14 | -2 | 3.8 | -1
19 | -3 | 0 | 0.6 | 5
20 | 11 | 4 | 0.0 | 7
21 | -3 | 5 | 0.9 | -7
22 | 16 | 0 | 4.2 | -13
23 | 3 | 1 | -2.7 | -20
24 | 7 | 3 | 0.5 | -3

Compound profiles (already shown). Order of values: BoNT A protease, PrPC surface inh, FadD28 binding, CCHF vOTU inh, Mtb BioA inh, GDH-TPI counter, FBA Mtb inh, Mtb UGM inh, BoNT F protease
`C[C@@H](C(=O)N1CCN(C(=O)OC(C)(C)C)CC1)n1cc(CCC(=O)O)nn1` as listed: 0.0, 4, -0.2, -4, 0.1, 11, 4, 0.0, 7
`CC1(C#CC[N+]2(C)CCCCC2)CCC2C(O1)c1ccccc1OC2(C)C` (stereo not drawn) as listed: -0.5, 5, -1.2, -4, -0.2, -3, 5, 0.9, -7
`CCn1c(CNC(=O)c2ccccc2)nnc1SCC(=O)N1CCN(c2ccccc2)CC1` as listed: -2.9, 0, 0.4, 16, 1.4, 3, 1, -2.7, -20

(further entries)
No. | compound | BoNT A protease | PrPC surface inh | FadD28 binding | CCHF vOTU inh | Mtb BioA inh
25 | Cc1cc(N2CCN(S(=O)(=O)c3ccc(Cl)c(Cl)c3)CC2)c2ccccc2n1 | -1.6 | -2 | -1.2 | -2 | -1.4
26 | O=c1nc(Nc2ccc([N+](=O)[O-])cc2)[nH]c(=O)[nH]1 | 5.0 | -8 | -1.3 | -4 | -0.6
27 | COc1ccc2nc(NCc3cccnc3)sc2c1 | -1.0 | 4 | -1.0 | -10 | 1.7
28 | CC1CC1c1ccc(/C=C(\C#N)C(=O)Nc2ccc(Cl)cc2)o1 (stereo not drawn) | -0.4 | 12 | -1.4 | 5 | .
29 | COc1ccc(Cl)cc1NC(=O)N1CCN(C2CCCCC2)CC1 | ? | . | -2.9 | . | -2.4
30 | Cc1ccc(C(=O)N/C(=C\c2ccc(-c3ccccc3[N+](=O)[O-])o2)C(=O)NCCCN(C)C)cc1 | 1.9 | -19 | -2.7 | 20 | .
31 | C(=N/Nc1cc(N2CCOCC2)nc(N2CCOCC2)n1)/c1ccccc1 | 0.3 | 1 | 1.4 | 11 | .
32 | CCc1nnc(NC(=O)C2CCCN2C(=O)Nc2ccccc2)s1 (stereo not drawn) | -0.6 | 3 | -4.6 | -5 | .
33 | NS(=O)(=O)c1ccc(CCNC(=O)CNCCc2ccccc2)cc1 | -3.6 | 11 | -5.4 | 0 | 0.1
34 | Cc1ccc(C(=O)OCC(=O)Nc2ccccc2C(F)(F)F)cc1S(=O)(=O)N1CCCCC1 | -3.8 | 10 | -3.2 | 13 | 0.1
35 | COCCNC(=O)/C(C#N)=C/c1ccc(OC(=O)c2cccs2)c(OC)c1 | 0.6 | 4 | -2.0 | -6 | .
36 | NC(CCc1ccccc1)c1csc(Nc2nncc3ccccc23)n1 (stereo not drawn) | 0.7 | -1 | -15 | 10 | 0.1

No. | GDH-TPI counter | FBA Mtb inh | Mtb UGM inh | BoNT F protease
25 | 6 | 2 | -2.3 | -1
26 | -3 | 3 | 3.1 | 23
27 | -2 | -2 | -2.0 | ?
28 | 24 | -4 | -0.9 | 11
29 | 1 | -1 | 0.4 | -3
30 | 27 | 1 | 2.0 | ?
31 | 20 | -3 | -1.4 | -4
32 | -8 | -1 | 1.9 | 1
33 | -20 | -2 | -1.9 | 10
34 | 0 | 0 | . | 1
35 | 16 | 1 | . | 2
36 | 5 | -2 | . | -26

The list goes on.
No. | compound | BoNT A protease | PrPC surface inh | FadD28 binding | CCHF vOTU inh | Mtb BioA inh
37 | O=C(CNC(=O)COc1ccccc1)NCCc1ccccn1 | -0.5 | -4 | -0.8 | -10 | .
38 | COc1ccccc1CNC(=O)COC(=O)COc1ccccc1F | -0.2 | -2 | -1.5 | -3 | 0.6
39 | CC(=O)c1ccc(Nc2cc(C)nc3ccccc23)cc1 | 1.0 | 0 | -0.6 | -3 | .
40 | O=C(Nc1cccc(C(F)(F)F)c1)C1CCCN(c2ncccn2)C1 (stereo not drawn) | -1.1 | -5 | -1.9 | -7 | 1.5
41 | CCOC(=O)c1c(NC(=O)c2c(N)n(CCCOC)c3nc4ccccc4nc23)sc2c1CCCC2 | 2.5 | 4 | -2.7 | -2 | 0.5
42 | O=C(c1cccnc1)c1cc2ccccc2[nH]1 | 0.2 | -8 | -2.6 | 4 | 2.8
43 | COc1ccc(C(CNC(=O)C2CCN(S(=O)(=O)c3ccc(F)cc3)CC2)N(C)C)cc1 (stereo not drawn) | 2.6 | 4 | . | 11 | -1.7
44 | COc1ccc(N(CN2C(=O)C3CC=CCC3C2=O)C(=O)c2ccco2)cc1 (stereo not drawn) | 1.0 | -2 | -0.6 | -2 | .
45 | COc1ccc(-c2cn(-c3ccc(C)cc3)c(=O)n2CC(=O)Nc2ccc(OC)c(OC)c2)cc1 | 0.1 | 0 | -3.6 | 15 | -0.1
46 | O=C(/C=C/[C@H]1O[C@@H](n2cnc3c(NC(=O)c4ccccc4)ncnc32)[C@H](O)[C@@H]1O)NCc1ccco1 | -0.2 | -5 | -2.5 | -2 | 0.2
47 | CCN(CC)C(=O)c1ccc(NC(=O)c2cccc(C(F)(F)F)c2)cc1 | 0.0 | -6 | -1.9 | 3 | 0.4
48 | CCn1c(SCC(=O)Nc2cc(C)ccc2C)nc2c(c1=O)SC(C)C2 (stereo not drawn) | -0.5 | 5 | 0.5 | 3 | 2.3

No. | GDH-TPI counter | FBA Mtb inh | Mtb UGM inh | BoNT F protease
37 | 2 | 1 | 1.0 | -3
38 | 13 | 2 | 4.0 | -5
39 | 23 | -3 | -0.7 | 1
40 | 2 | 1 | -2.1 | -12
41 | 1 | -3 | -3.0 | 3
42 | 35* | 0 | -4.3 | -5
43 | 1 | 1 | -0.1 | 2
44 | 8 | 2 | -1.6 | 11
45 | -4 | 1 | 1.9 | 0
46 | . | 1 | . | -3
47 | 3 | 2 | 0.7 | 1
48 | 4 | -1 | -1.3 | -1

Next part, overlapping the part above by 3 compounds.
No. | compound | BoNT A protease | PrPC surface inh | FadD28 binding | CCHF vOTU inh | Mtb BioA inh
46 | O=C(/C=C/[C@H]1O[C@@H](n2cnc3c(NC(=O)c4ccccc4)ncnc32)[C@H](O)[C@@H]1O)NCc1ccco1 | -0.2 | -5 | -2.5 | -2 | 0.2
47 | CCN(CC)C(=O)c1ccc(NC(=O)c2cccc(C(F)(F)F)c2)cc1 | 0.0 | -6 | -1.9 | 3 | 0.4
48 | CCn1c(SCC(=O)Nc2cc(C)ccc2C)nc2c(c1=O)SC(C)C2 (stereo not drawn) | -0.5 | 5 | 0.5 | 3 | 2.3
49 | COc1cccc(NC(=O)c2ccccc2-c2nc(-c3ccccc3)no2)c1 | 0.4 | 3 | -3.6 | 1 | 0.6
50 | CCOc1ccc2nc(Cl)c(/C=C/C(=O)c3ccco3)cc2c1 | 2.4 | -1 | -1.6 | 2 | .
51 | Cc1ccc(S(=O)(=O)NCCC(=O)N2CCC(C(N)=O)CC2)cc1C | 2.0 | -2 | -1.2 | -7 | -2.9
52 | CCOC(=S)SCc1cn2cccc(C)c2n1 | -0.5 | -9 | -2.8 | 3 | .

No. | GDH-TPI counter | FBA Mtb inh | Mtb UGM inh | BoNT F protease
46 | . | 1 | . | -3
47 | 3 | 2 | 0.7 | 1
48 | 4 | -1 | -1.3 | -1
49 | 7 | 1 | 0.6 | -10
50 | 10 | 2 | 0.2 | -4
51 | 4 | 2 | 0.4 | 14
52 | -4 | -4 | -0.5 | -4

An excerpt from above with just GDH-TPI counter:
no.	Compound	GDH-TPI counter
49	COc1cccc(NC(=O)c2ccccc2-c2nc(-c3ccccc3)no2)c1	7
50	CCOc1ccc2nc(Cl)c(/C=C/C(=O)c3ccco3)cc2c1	10

Source: PubChem BioAssay

Outcome played no part in choosing rows; overall some 4.8% were active at least once.
